LEDGF integ inh = blockers of LEDGF/p75-dependent integrase strand transfer – biochemical, TR-FRET, high throughput, primary screen; HIV-1 integrase (with human LEDGF/p75); TR-FRET IN-LEDGF/p75 DNA integration, Eu/Cy5; inhibition, % at 3.7 µM; 370,000 tested, 0.64% active;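 active = inhibition above the screen-wide mean plus 3 SD, cut at about 13% in these data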;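 note: signal is the Cy5 over europium emission ratio at 671 and 618 nm; 0% = plate median of compound wells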
PRMT1 FP inh = PRMT1 methyltransferase inhibitors, primary screen, biochemical, fluorescence polarization | Protein arginine N-methyltransferase 1 (Homo sapiens), Q99873 | recombinant PRMT1, activity-based probe fluorescence polarization | inhibition, % at 2.79 µM | 370,000 tested, 1.3% active | AID 652257, 2013;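 active = inhibition above about 21% made by adding two undisclosed values, limit read from the data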
rCAG binder = binders of r(CAG) RNA repeats, primary screen, biochemical, fluorescence; r(CAG) RNA repeat, TO-PRO-1 dye displacement fluorescence; inhibition, % at 3 µM; 370,000 tested, 1.3% active; AID 651821, 2012;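 active = inhibition above the plate cutoff, the mean of all test compounds on that plate plus 3 SD, cut at about 35% in these data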;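 note: 0% = DMSO alone and 100% = 100 µM mitoxantrone as full dye displacement; higher means more dye released from RNA so lower well fluorescence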
SIAE primary = human SIAE inhibitors, primary screen, biochemical, fluorescence polarization, FP-Rh probe, 1536-well HTS; SIAE FP-Rh probe binding; inhibition, % at 9.66 µM; Sialate O-acetylesterase (Homo sapiens), Q9HAT2; 370,000 tested, 0.69% active;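 active = inhibition above a cutoff: mean of compounds within the control limits plus 3 SD of those, cut at about 17% in these data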;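 note: 0% = plate median of compound wells and 100% = probe without SIAE protein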
Target sequence (Q9HAT2 whole entry, looked up): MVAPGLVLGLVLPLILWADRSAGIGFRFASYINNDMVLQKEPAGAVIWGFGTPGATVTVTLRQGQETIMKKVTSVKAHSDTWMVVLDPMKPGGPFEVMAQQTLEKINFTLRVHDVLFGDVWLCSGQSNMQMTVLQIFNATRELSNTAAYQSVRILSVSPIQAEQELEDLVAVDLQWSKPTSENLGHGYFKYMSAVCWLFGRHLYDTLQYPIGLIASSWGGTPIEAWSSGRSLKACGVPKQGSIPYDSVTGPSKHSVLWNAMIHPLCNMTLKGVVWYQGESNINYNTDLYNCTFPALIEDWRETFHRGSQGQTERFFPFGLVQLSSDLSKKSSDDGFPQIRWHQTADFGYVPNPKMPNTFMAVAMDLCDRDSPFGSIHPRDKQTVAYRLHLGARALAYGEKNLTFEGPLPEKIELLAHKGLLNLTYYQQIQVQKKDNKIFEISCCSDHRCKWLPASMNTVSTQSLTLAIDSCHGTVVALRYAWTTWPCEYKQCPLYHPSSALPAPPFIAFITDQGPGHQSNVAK
HTRA1 inhibitor = HTRA1 serine protease inhibitors, primary screen, biochemical, fluorescence polarization, HTS; inhibition, % at 5.96 µM; recombinant HTRA1, FP-rhodamine activity-based probe; AID 504803, 2011; Q92743; 340,000 tested, 0.5% active; in the data active = inhibition above about 36%;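 note: 0% = enzyme with DMSO and 100% = wells lacking enzyme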
Target sequence (Q92743 whole entry, looked up): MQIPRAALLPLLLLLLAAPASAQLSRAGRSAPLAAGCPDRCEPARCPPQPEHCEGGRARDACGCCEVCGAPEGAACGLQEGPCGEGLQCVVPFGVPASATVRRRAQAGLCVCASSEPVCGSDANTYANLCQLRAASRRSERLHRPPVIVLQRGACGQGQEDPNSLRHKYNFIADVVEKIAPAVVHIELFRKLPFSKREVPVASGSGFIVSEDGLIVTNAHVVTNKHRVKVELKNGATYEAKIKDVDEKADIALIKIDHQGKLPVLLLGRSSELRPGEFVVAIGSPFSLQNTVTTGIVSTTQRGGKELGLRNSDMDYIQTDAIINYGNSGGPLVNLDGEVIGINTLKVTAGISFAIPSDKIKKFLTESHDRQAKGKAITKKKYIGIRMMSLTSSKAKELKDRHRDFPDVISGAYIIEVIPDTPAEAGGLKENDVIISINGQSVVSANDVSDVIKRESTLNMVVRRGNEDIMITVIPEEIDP
TDP2 absorb = human TDP2 enzyme inhibitors, primary screen, biochemical, epi absorbance, recombinant enzyme. 370,000 tested, 0.34% active. T5PNP hydrolysis, p-nitrophenol absorbance 415 nm. inhibition, % at 12.8 µM;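 active = inhibition above the mean of all tested compounds plus 3 SD, set per campaign, cut at about 25% in these data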;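 note: 0% = DMSO with enzyme and 100% = buffer with substrate but no TDP2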
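Incubation: 2 h at 37 °C; Test system: recombinant human TDP2; Quantity: enzyme 120 nM; Read-out basis: percent inhibition; Medium: 50 mM Tris-HCl pH 7.5 with Mg2+, KCl, DTT, BSA; Repeats: single replicate; Compound: 12.8 µM single point, 1% DMSO; Signal: epi absorbance; Reagent: 5 mM T5PNP chromogenic substrate; Benchmarks: no-enzyme high, DMSO-plus-enzyme low.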
ABHD4 inh = ABHD4 inhibitors, primary screen, biochemical, fluorescence polarization, mouse | purified mABHD4, FP-Rh probe fluorescence polarization | AID 720543, 2013 | 370,000 tested, 0.54% active | inhibition, % at 8.92 µM;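 active = inhibition exceeding the mean over every tested compound plus 3 SD, cut at about 30% in these data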;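 note: 0% = plate median of compound wells and 100% = S159A mutant with DMSO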
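Assay system: wild-type mouse ABHD4 protein; compound: single nominal dose of 8.92 µM, 0.89% DMSO final; schedule: 45 min + 60 min at 25 °C; measured by: FP readout, ex 525 nm / em 598 nm; evaluation: % inhibition of FP-Rh probe binding versus controls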
MBD2 DNA inh = inhibitors of MBD2 binding to methylated DNA, primary screen, biochemical, TR-FRET, DNA-binding domain, human; Methyl-CpG-binding domain protein 2 (Homo sapiens), Q9UBB5; inhibition, % at 4.4 µM; 370,000 tested, 0.31% active; MBD2 binding to methylated oligonucleotide; in the data active = inhibition above about 13%
NPR2 activator = human GC-B receptor activators, primary screen, HEK293 GC-B cells, cGMP TR-FRET, EC30 CNP. Atrial natriuretic peptide receptor 2 (Homo sapiens), P20594. 0% at EC30 CNP, 100% saturating CNP. activation, % at 10 µM. 370,000 tested, 0.11% active;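 active = activation at 10 µM reaching about 35% in either raw or pattern-adjusted values, limit read from the data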
TCR CD3 inh = inhibitors of human TCR-CD3 interaction, primary screen, biochemical, fluorescence, TAMRA-labeled TCR probe. T-cell receptor (TCR). inhibition, % at 9.4 µM. 360,000 tested, 0.37% active. AID 651800, 2012; in the data active = inhibition above about 19%;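 note: recombinant mutant TCR 2C K166C tagged with TAMRA read by polarization; 0% = receptor in buffer alone and 100% = receptor with positive control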
Active calls of the source: *; · = no result given. These rows are one share of the data; the hit share may differ from the screen's.

compound	LEDGF integ inh	PRMT1 FP inh	rCAG binder	SIAE primary	HTRA1 inhibitor	TDP2 absorb	ABHD4 inh	MBD2 DNA inh	NPR2 activator	TCR CD3 inh
CC(C)C(=O)NC(C)C(c1cccs1)N1CCN(c2ccccc2)CC1 (centres undefined)	-3.0	0.0	-8.4	-4.5	-8.3	1.2	5.7	-5.0	1.2	-0.4
O=C(CSc1nc(O)c(-c2ccccc2)c(=O)[nH]1)N1CCOCC1	-1.8	-2.2	-1.8	-7.0	2.4	3.8	-1.6	3.2	2.6	-5.1
CC(C)CCN1C(=O)c2ccc(C(=O)Nc3cc(C(=O)O)cc(C(=O)O)c3)cc2C1=O	1.6	-2.1	30.4	3.7	1.6	9.9	1.7	1.9	-8.3	3.7
CN(C(=O)C1CCCCN1S(=O)(=O)c1ccccc1)c1ccccc1 (centres undefined)	1.8	3.4	2.2	2.5	-1.2	3.6	-0.2	0.8	0.0	-3.4
C=CCn1c(SCC(=O)Nc2sc(C)c(C)c2C(=O)OCC)nnc1-c1sc(N)nc1C	1.3	0.1	-5.3	-4.6	-6.0	-4.7	7.9	-0.5	-5.6	8.8
CCOc1ccc(CCNC(=O)COC(=O)C2CC2)cc1OCC	-1.0	-0.5	1.2	2.8	-0.6	8.1	8.3	-4.3	-0.1	1.8
CCN(CC(=O)Nc1ccc2c(c1)OCCO2)Cc1nc2cc(Cl)ccc2c(=O)[nH]1	2.0	1.7	6.8	-1.5	-9.4	-0.1	-0.6	-0.6	-6.0	3.0
O=C(NCCCN1CCOCC1)c1cc2c(=O)[nH]c3ccccc3c2s1	2.3	-3.3	5.5	-7.2	-0.8	-9.1	-5.9	-13.3	1.3	8.9
COc1ccc(N2CCN(C(=O)c3cc(S(=O)(=O)N4CCCCCC4)ccc3OC)CC2)cc1	2.5	-2.4	-5.1	4.5	-0.8	-0.7	2.9	-2.4	-2.5	-4.1
CSc1cccc(NC(=O)CN2C(=O)c3ccccc3S2(=O)=O)c1	1.0	-4.5	2.3	1.3	-19.2	2.2	-2.0	6.6	-7.3	2.6
CCOc1ccccc1-c1nnc(SCC(=O)NC2(C#N)CCCC2)o1	4.1	-6.5	-2.2	-2.0	1.8	-12.4	-0.9	-7.2	-0.5	5.3
O=C(NC1CCCCC1)C1CC(=O)N(CCc2ccc(F)cc2)C1 (centres undefined)	2.0	2.5	2.0	12.3	-5.1	5.5	5.4	-4.0	3.3	0.4
COc1ccccc1CN1CC(C(=O)NCCN(C)CCc2ccccc2)CCC1=O (centres undefined)	-5.8	3.1	-7.2	-5.8	1.4	-10.0	5.9	-2.7	0.7	0.5
Cc1nnc(SCc2cccc3ccccc23)n(N)c1=O	-0.9	-1.0	-0.8	-2.1	-8.1	7.3	-0.7	2.7	0.9	-2.1
CN(C)c1ccc(C(CNS(=O)(=O)c2ccc([N+](=O)[O-])cc2)N2CCOCC2)cc1 (centres undefined)	-0.8	-5.6	-4.5	0.6	-4.2	-17.6	-3.9	-6.8	2.2	-2.1
COc1cc(/C=N/S(=O)(=O)CCc2ccccc2)ccc1O	-1.6	-0.4	-2.8	-0.8	8.0	12.9	7.0	0.6	0.8	0.2
O=C(c1ccc2c3n(nc2c1)-c1ccccc1CO3)N1CCCCC1	-3.8	-1.6	-4.3	17.4*	-7.7	6.3	11.6	1.6	-3.6	1.3
CCOc1ccc(-c2nc(-c3ccc(OC)cc3)no2)cc1OCC	-2.4	-1.5	0.6	-7.2	-1.6	-4.6	-1.9	0.6	-10.4	-1.3
CC(C)CC(OC(=O)c1ccco1)C(=O)NC1CCCC1 (centres undefined)	-4.2	-1.0	-3.0	-2.8	1.9	0.9	-5.4	-3.4	-0.5	0.1
CC1(C)CC(=O)C=C(NCC(O)c2ccccc2)C1 (centres undefined)	-3.9	-0.1	-3.0	1.0	5.5	2.1	2.2	1.6	5.3	-5.1
COc1ccc(C2CC(c3ccccc3)=NN2S(=O)(=O)c2ccccc2)cc1 (centres undefined)	-2.4	1.8	0.9	1.8	-19.9	-5.4	-9.1	-7.1	1.6	-16.3
O=C(Nc1ccc(Br)cc1)c1ccc(F)c(S(=O)(=O)NCc2cccs2)c1	-8.1	6.5	11.9	-111.7	-74.2	-16.8	-97.7	5.3	-4.8	-2.1
COc1ccc2c(CC(=O)Nc3ccc4nc(N5CCOCC5)sc4c3)coc2c1	-0.2	0.0	14.7	-0.1	-6.6	-5.3	-1.5	-1.5	2.1	-5.4
Cc1ccc(C(=O)NCC(=O)Nc2ccc(F)c(F)c2F)cc1	-4.4	5.2	-2.7	-7.5	-0.3	-10.3	-6.5	3.7	4.0	-5.6
CCOC(=O)C1(CCOC)CCN(Cc2ccc(C3CCCCO3)s2)CC1 (centres undefined)	1.9	-5.9	-13.3	3.8	-4.5	-2.4	1.6	0.6	4.3	-0.8
Cc1ccc(-n2nnc(-c3ccnc4ccccc34)n2)cc1	-0.6	-0.4	7.6	-9.3	-4.4	12.7	4.3	-0.9	-11.8	0.5
CCCNC(=O)c1ccc(N2CCC3(CC2)CC(c2cccc(Br)c2)=NO3)c(NC(=O)c2cccc(OC)c2)c1	2.1	0.8	13.7	-20.0	0.6	1.4	-17.7	2.3	0.1	-0.7
CCN(CC)CCn1c2c(c(SCC(=O)Nc3cc(C)ccc3C)nc1=O)CCC2	1.8	-2.2	-4.2	-2.3	-3.8	-16.2	-2.6	-0.4	-8.6	-6.1
COCCN1C(=O)N[C@@H](CCc2ccccc2)[C@H](C(=O)OC)[C@H]1C	-2.9	4.8	-1.3	0.2	0.0	-9.3	4.8	0.8	1.0	-5.4
CC(Oc1ccc2c(c1)oc(=O)c1ccccc12)C(=O)NCC1CCC(C(=O)O)CC1 (centres undefined)	2.5	-1.6	3.8	-2.5	1.9	5.8	4.5	-4.0	5.4	5.2
CCCCc1cc(=O)oc2cc(C)cc(OCC(=O)NCCN3CCOCC3)c12	-0.1	1.5	-7.8	-2.1	-2.6	-1.3	-0.9	-1.6	-7.7	6.5
Fc1ccc(OCCCCCn2ccnc2)cc1	1.3	1.1	0.1	-1.2	2.4	-26.8	-3.4	-5.7	1.1	-14.7
COc1ccc(Cc2nnc(N/N=C(\C)c3ccccc3)[nH]c2=O)cc1OC	-6.6	3.3	-1.6	3.6	4.1	-16.2	2.0	1.3	9.2	-4.4
Cn1c(=O)c2[nH]c(=O)[nH]c2n(C)c1=O	0.3	2.5	-0.4	11.0	5.7	4.2	0.4	1.4	-7.4	-1.7
O=C(COC(=O)Cc1ccc(Cl)cc1Cl)NCCC1=CCCCC1	-5.7	5.6	-4.0	-4.8	2.4	-5.3	5.5	1.9	4.4	-11.0
O=C(N/N=C/c1c(O)n(-c2ccc(Cl)cn2)c(=O)c2ccccc12)C1CC1	-6.2	1.8	0.1	11.7	9.8	-0.9	9.6	0.9	-2.6	22.7*
O=C(O)c1cc(Br)ccc1NN=C1CCCCC1	-0.4	3.9	2.5	14.3	4.4	0.4	11.6	3.0	0.8	-5.5
O=C(COc1ccccc1)NC1C(=O)N2C(C(=O)O)=C(Cl)CSC12 (centres undefined)	1.1	24.1*	4.7	6.0	0.1	9.8	11.0	-1.9	1.4	11.1
Cc1nc(NC(C)C)c2oc3ccccc3c2n1	-5.3	-3.0	-2.0	4.5	-0.2	3.2	-1.8	4.3	-1.9	3.1
NC1=NC(=O)/C(=C\c2cc([N+](=O)[O-])ccc2Cl)S1	-0.1	1.6	5.0	0.1	-2.2	7.8	-1.8	4.7	-0.3	-4.9
Cc1ccc(C(=O)OCc2nnc(-c3ccccc3)o2)o1	-5.0	1.7	-4.3	-9.8	-4.5	-12.4	2.6	2.3	-2.7	-3.3
COc1ccc(OC)c(NC(=O)N2CCc3ccccc3C2)c1	-0.8	-0.8	-2.5	3.3	-5.0	-6.5	1.6	2.6	-1.9	7.2
COc1ccc(NS(=O)(=O)c2ccc(NC(=S)NC(=O)C(C)C)cc2)cc1	-3.2	2.8	9.1	-11.9	-37.9	-18.9	-30.6	-4.8	-4.1	-1.1
CC(=O)Nc1ccc(S(=O)(=O)N2CCN(C3CCCCCCC3)CC2)cc1	6.1	0.3	1.1	1.9	-8.7	-17.5	-8.0	-5.4	-2.4	-6.5
CC1CCCN(c2ccc(C(=O)Nc3cccnc3)cc2[N+](=O)[O-])C1 (centres undefined)	-0.6	-1.4	-2.3	-6.1	-19.0	0.8	-1.8	-8.0	-8.4	0.9

Two compounds drawn at random from the list so far:
compound	LEDGF integ inh	PRMT1 FP inh	rCAG binder	SIAE primary	HTRA1 inhibitor	TDP2 absorb	ABHD4 inh	MBD2 DNA inh	NPR2 activator	TCR CD3 inh
O=C(N/N=C/c1c(O)n(-c2ccc(Cl)cn2)c(=O)c2ccccc12)C1CC1	-6.2	1.8	0.1	11.7	9.8	-0.9	9.6	0.9	-2.6	22.7*
O=C(O)c1cc(Br)ccc1NN=C1CCCCC1	-0.4	3.9	2.5	14.3	4.4	0.4	11.6	3.0	0.8	-5.5

Additional results follow:
compound	LEDGF integ inh	PRMT1 FP inh	rCAG binder	SIAE primary	HTRA1 inhibitor	TDP2 absorb	ABHD4 inh	MBD2 DNA inh	NPR2 activator	TCR CD3 inh
c1cc(-c2cc3cc4c(cc3cn2)OCO4)cs1	-2.1	-3.6	-2.0	-3.8	-21.5	2.6	-6.4	-4.8	0.7	3.1
Cc1noc(C)c1-c1nc(CS(=O)(=O)c2ccc(F)cc2)no1	1.8	-2.4	1.9	0.0	·	7.4	0.4	3.7	-2.1	-0.8
CCOC(=O)c1cccc(NC(=O)CN(C)S(=O)(=O)c2cc(OC)ccc2OC)c1	-3.5	-0.5	2.2	-0.7	·	-2.1	-2.6	1.1	7.3	·
COc1ccc(N2CCN(C(=O)c3ccc4c(c3)CCN4S(=O)(=O)c3ccccc3)CC2)cc1	-4.4	0.8	-2.2	2.0	-4.9	-3.7	0.8	0.0	0.5	1.4
CCC(C(=O)Nc1ccc(C)cc1)c1ccccc1 (centres undefined)	2.2	5.6	-3.1	-13.2	-11.1	-6.7	-14.7	8.4	-1.0	-5.8
CCOc1ccc(NC(=O)c2ccc(NC(=O)Cc3n[nH]c(=O)c4ccccc34)cc2)cc1	-1.9	4.6	7.4	2.9	2.9	14.9	-2.1	2.2	-2.7	-4.5
